Bioassay records: PubChem BioAssay, National Center for Advancing Translational Sciences (NCATS)
KB-V1 MDR tox: qHTS assay for MDR1-selective chemotherapeutics: Primary screen using the drug-selected MDR subline cells KB-V1; KB-V1 MDR cells viability, CellTiter-Glo, 72 h; Potency, µM (series often up to 46.1 µM), for the others: at the highest dose activity change, negative = cytotoxicity, actives largely listed as cytotoxic; actives 3.4% (n = 400,000); also: potency is read from the fitted curve at half-maximal effect; % is scaled to controls: 0 for no effect and ±100 for the full control effect; nearly all actives have a fitted effect of over 60% in size
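Luminescent ATP read-out (CellTiter-Glo, 10 min) measures survival of drug-selected KB-V1 MDR cells after 72 h, 37 degrees C compound exposure. Medium: phenol-red-free DMEM, 10% FBS. Values from fitted concentration-response curves.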
DRD3 agonist: qHTS of D3 Dopamine Receptor Agonist: qHTS. max activation, %. actives 0.58% (n = 410,000). D(3) dopamine receptor (Homo sapiens), P35462. D3R DiscoveRx beta-arrestin cells, luminescence, 90 min. AID 652048, 2013; in the data active = max activation above about 30%; also: 0% is about no effect; mostly tested at two doses, the higher about 12 µM
Target sequence (P35462 whole entry, looked up): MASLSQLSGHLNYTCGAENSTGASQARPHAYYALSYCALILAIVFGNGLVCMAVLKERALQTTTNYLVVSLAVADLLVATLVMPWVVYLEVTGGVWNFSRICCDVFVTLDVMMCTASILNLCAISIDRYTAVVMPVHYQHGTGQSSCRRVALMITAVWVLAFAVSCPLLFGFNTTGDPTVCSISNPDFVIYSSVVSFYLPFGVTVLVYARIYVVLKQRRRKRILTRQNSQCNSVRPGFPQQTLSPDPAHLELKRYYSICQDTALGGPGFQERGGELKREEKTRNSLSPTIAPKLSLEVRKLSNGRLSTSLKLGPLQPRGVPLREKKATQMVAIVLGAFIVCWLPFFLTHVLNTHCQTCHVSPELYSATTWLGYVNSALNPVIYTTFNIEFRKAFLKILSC
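Cells at 1500/well, incubated overnight, then treated with pinned compounds (dopamine as control) for 90 min at 37 degrees C. DiscoveRx reagent added for 30 - 60 minutes at room temperature; luminescence read.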
HT1080-NT tox: qHTS for induction of synthetic lethality in tumor cells producing 2HG: qHTS for the HT-1080-NT fibrosarcoma cell line; HT-1080-NT fibrosarcoma viability, CellTiter-Glo ATP luminescence, 48 h; Potency, µM (doses to about 46.1 µM), for inactives: at the top dose activity, negative = less viability, actives largely listed as cytotoxic; actives 1.6% (n = 360,000); AID 686970, 2013;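 also: NT is the 2HG producing partner of a matched IDH1 knockdown line; potency is read from the fitted curve at half-maximal effect; 0% = DMSO-treated cells and -100% = media-only wells without cells; nearly all actives have a fitted effect of over 55% in size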
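Fibrosarcoma NT cells, 750 per well in 5% FBS RPMI, were exposed to compound for 48 hours. Viability: CellTiter-Glo luminescence.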
SW480 rerep: A quantitative high throughput screen for small molecules that induce DNA re-replication in SW480 colon adenocarcinoma cells | SW480 DNA re-replication, Hoechst DNA content imaging, 48 h | Potency, µM (doses to about 46.1 µM), inactives show at the top dose re-replication activation, hits mostly activators | actives 1.8% (n = 340,000); also: potency is read from the fitted curve at half-maximal effect; % of control where 0% means no effect; nearly all actives have a fitted effect of over 55% in size
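Image-based DNA-content assay: after two days of treatment, nuclei were labelled with the DNA dye Hoechst and imaged, and hits were compounds raising the count of nuclei showing high fluorescence intensity.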
KB-3-1 cytotox: qHTS assay for MDR1-selective chemotherapeutics: Primary screen using the parental adenocarcinoma cell KB-3-1; AID 1347075, 2019; KB-3-1 viability, CellTiter-Glo ATP luminescence, 72 h; actives 1.4% (n = 400,000); Potency, µM (series often up to 46.1 µM), for inactives: at the top dose activity change, negative = cytotoxic, actives largely listed as cytotoxic; also: potency is read from the fitted curve at half-maximal effect; % is scaled to controls: 0 for no effect and ±100 for the full control effect; nearly all actives have a fitted effect of over 60% in size
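Screening of KB-3-1 cells (DMEM, 10% FBS, phenol-red free) ran from lowest to highest compound concentration; after 72 h at 37 °C viability was read luminescently and curves fitted.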
GLP1R ag: qHTS of GLP-1 Receptor Agonists; Potency, µM (highest dose often 45.6 µM), inactives show at the highest dose activation, hits mostly activators; HEK293 GLP-1R CRE-luciferase, luminescence, 4-6 h; cells express a hypersensitive GLP-1R form; Glucagon-like peptide 1 receptor (Homo sapiens), P43220; actives 0.007% (n = 380,000); also: potency is read from the fitted curve at half-maximal effect; % of control where 0% means no effect
Target sequence (P43220 whole entry, looked up): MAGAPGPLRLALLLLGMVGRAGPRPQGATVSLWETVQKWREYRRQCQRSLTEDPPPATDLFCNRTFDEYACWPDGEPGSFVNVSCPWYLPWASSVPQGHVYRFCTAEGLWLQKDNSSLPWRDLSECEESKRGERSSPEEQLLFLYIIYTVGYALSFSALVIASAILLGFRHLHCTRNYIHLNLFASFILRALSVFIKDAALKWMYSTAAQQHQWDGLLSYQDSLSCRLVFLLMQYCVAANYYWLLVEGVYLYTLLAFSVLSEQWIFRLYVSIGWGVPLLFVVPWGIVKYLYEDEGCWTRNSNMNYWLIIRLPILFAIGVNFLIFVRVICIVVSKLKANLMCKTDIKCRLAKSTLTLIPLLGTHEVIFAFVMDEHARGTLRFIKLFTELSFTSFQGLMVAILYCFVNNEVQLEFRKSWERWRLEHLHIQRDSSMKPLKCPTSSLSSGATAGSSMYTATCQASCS
D3 antag: qHTS of D3 Dopamine Receptor Antagonist: qHTS; actives 2.5% (n = 360,000); D3R cells, DiscoveRx beta-arrestin luminescence, antagonist mode; hits give low values; max response, negative = inhibition, %; D(3) dopamine receptor (Homo sapiens), P35462; in the data active = max response below about -50%; inconclusive = no clear call, values can overlap the other calls; also: % is scaled to controls: 0 for no effect and ±100 for the full control effect; mostly tested at two doses, the higher about 12 µM
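Cells plated overnight at 1500 cells/well, then exposed to library compounds with dopamine controls for 90 minutes at 37 degrees C. DiscoveRx reagent added for 30–60 minutes at room temperature; luminescence read, quantitative HTS format.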
HT1080 IDH1KD tx: qHTS for induction of synthetic lethality in tumor cells producing 2HG: qHTS for the HT-1080-IDH1KD cell line; HT-1080 IDH1 knockdown viability, ATP luminescence, 48 h; Potency, µM (titrated, usually from 46.1 µM), inactives show top-dose activity, negative = toxicity, most hits filed as cytotoxic; actives 2% (n = 360,000); AID 686971, 2013;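 also: potency is read from the fitted curve at half-maximal effect; 0% = DMSO wells and -100% = cell-free medium wells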
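CellTiter-Glo luminescence after 48 h compound exposure at 37 degrees C of IDH1-knockdown HT-1080 cells in 5% FBS RPMI. %Activity scaled between DMSO wells and cell-free media wells, with curves fitted and assigned curve classes.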
IL1B secr inh: qHTS for Inhibitors of Inflammasome Signaling: IL-1-beta AlphaLISA Primary Screen; THP-1 LPS/ATP IL-1B secretion, AlphaLISA, 16 h; hits give low values; AID 743279, 2014; activity change, % at 57.5 µM; actives 4.7% (n = 360,000); in the data active = activity change below about -50%; inconclusive = mostly about -30% to -49%; also: % is scaled to controls: 0 for no effect and ±100 for the full control effect
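THP-1 cells pretreated 1 hr with compounds (up to 57.5 uM final), then stimulated with LPS (250 ng/mL final) plus ATP (1.25 mM final); secreted IL-1B measured by AlphaLISA after 16 hr, decreased signal indicating inhibition.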
Numbers without * were called inactive; ? = inconclusive; / = no result given; [ ] = dose if it differs, or a comment. Unless noted, calls follow the shape of the dose curve; as a rule, active = well fitted curve in the direction sought with a large enough effect; inconclusive = small, poorly fitted or top-dose-only effect, or another doubt; inactive = no such curve, though single readings can be large; an effect the other way counts as inactive or inconclusive.

entry	smiles	KB-V1 MDR tox	HT1080-NT tox	KB-3-1 cytotox	SW480 rerep	D3 antag
1	CC1(C)CC(NC(=O)C2CCC(=O)N(Cc3ccccc3F)C2)CC(C)(C)C1 (centres undefined)	/	9.1%	/	0.2%	14.2
2	Cc1ccc(CCC(=O)Nc2ccccc2F)s1	-10.2%	13.6%	-13.0%	11.8%	-1.5
3	O=C(c1cc2nc(-c3ccccc3)cc(C(F)(F)F)n2n1)N1CCCC1	-12.9%	-0.7%	16.4%	-4.3%	-7.0
4	COc1ccc([C@H]2[C@H](C(=O)OC(C)(C)C)N3N=Cc4ccccc4C3C23C(=O)c2ccccc2C3=O)cc1OC (some centres undefined)	8.2µM*	-6.9%	-6.0%	-3.0%	-26.9
5	O=S(=O)(c1ccc(Br)cc1)c1nc(-c2ccccc2)oc1N1CCOCC1	/	-2.3%	/	?	-1.5
6	O=C(/C=C/c1cn(-c2ccccc2)nc1-c1cccc(Cl)c1)N1CCN(c2ccccn2)CC1	23.1µM*	-28.6%	?	6.1%	16.4
7	COCc1nc(-c2cc(Br)ccc2OC)no1	6.7%	4.3%	1.8%	-3.5%	25.4
8	O=[N+]([O-])c1ccc(C2CN=C(Nc3ccccc3)S2)cc1 (centres undefined)	28.7%	3.1%	-5.6%	-6.0%	1.0
9	COc1cc(S(=O)(=O)n2cnc(C)c2)ccc1Cl	-15.3%	-7.3%	-7.1%	-2.2%	3.6
10	Cc1cc(C)c(C)c(S(=O)(=O)N2CCN(C(=O)c3ccccn3)CC2)c1C	1.8%	-3.9%	-8.0%	-9.6%	3.9
11	CCn1c(SCC(=O)N2CCN(c3ccccc3)CC2)nnc1-c1c[nH]c2ccccc12	-2.9%	-1.2%	?	?	-15.2
12	CC(c1nnc(SCC(=O)Nc2cccnc2Cl)n1Cc1ccccc1)N(C)C (centres undefined)	?	4.8%	21.7%	-6.3%	-4.0
13	CCn1ccnc1CNC(=O)CC1C(=O)NCCN1CC(c1ccccc1)c1ccccc1 (centres undefined)	?	-0.1%	-9.4%	2.8%	2.0
14	CCOC(=O)N1CCN(C(=O)CN(c2ccc(OCC)cc2)S(C)(=O)=O)CC1	6.1%	-3.3%	4.3%	-1.1%	-26.7
15	COc1ccc(CC(=O)NCC2COc3ccccc3O2)cc1 (centres undefined)	?	3.3%	0.7%	-7.9%	0.0

entry	HT1080 IDH1KD tx	DRD3 agonist	GLP1R ag	IL1B secr inh
1	0.2%	9.3	14.7%	1.8
2	0.6%	1.4	21.8%	-5.3
3	1.9%	2.3	5.7%	-28.1
4	-0.4%	-8.4	1.4%	-12.4
5	0.0%	-4.2	-0.8%	-29.7
6	-3.8%	-5.0	1.5%	?
7	7.4%	0.6	-1.2%	-12.6
8	13.1%	0.6	4.1%	-14.4
9	-9.2%	2.1	-0.3%	15.7
10	-1.9%	1.4	17.8%	8.8
11	-4.9%	1.3	-0.5%	9.6
12	3.1%	1.7	5.8%	7.1
13	-3.2%	4.2	6.3%	-13.9
14	-0.3%	-4.2	-3.5%	60.7
15	4.2%	1.6	6.4%	-3.8

The list goes on.
entry	smiles	KB-V1 MDR tox	HT1080-NT tox	KB-3-1 cytotox	SW480 rerep	D3 antag
16	O=C(COc1ccc(Cl)cc1)NCc1nnc(SCC(=O)N2CCCCCC2)o1	-9.0%	-1.8%	-23.8%	2.4%	13.9
17	C=Cn1c(C(=O)O)cc(CC)c1-c1ccccc1	16.6%	1.5%	8.9%	-2.4%	-17.1
18	CCCCCC(=O)N1C[C@H](O)[C@@H](n2cc(C3CC3)nn2)C[C@@H]1c1ccc(Cl)cc1	-13.5%	-1.4%	-1.6%	/	-14.6
19	Cc1ccc(N2C(=O)CC(N3CCN(c4ccccn4)CC3)C2=O)cc1 (centres undefined)	-14.3%	10.5%	-7.2%	-1.5%	4.5
20	CCc1c(C)nc(SCC(=O)Nc2ccc3c(c2)OCCO3)[nH]c1=O	5.3%	-4.5%	-5.1%	0.5%	1.1
21	CC(Sc1nnc(C2CC2)n1C)C(=O)Nc1ccc2c(c1)CCC2 (centres undefined)	-7.5%	4.0%[9.24 µM]	-2.4%	-30.5%[inhibitor]	-13.6
22	CCOC(=O)c1c(NC(=O)CSc2n[nH]c(CNc3ccccc3)n2)sc(C)c1C	?	-9.8%	-2.9%	-1.6%	3.3
23	CC1CCN(S(=O)(=O)c2ccc3c(c2)N(CC(=O)NCCc2ccc(Cl)cc2)C(=O)CO3)CC1	?	/	?	/	/
24	COCc1c(C#N)c(NCc2cc(OC)c(OC)c(OC)c2)nc(C)c1[N+](=O)[O-]	5.17µM*	-13.2%	?	0.1%	10.0
25	Cc1cc(NC(=O)CO/N=C/c2ccc3c(c2)OCO3)ccc1Br	-5.8%	0.0%	-8.9%	?	13.0
26	CC(C)C[C@@H]1NC(=O)[C@H](Cc2ccc(O)cc2)NC(=O)c2cc([N+](=O)[O-])cc(I)c2NCCC[C@@H](C(N)=O)NC1=O	1.5%	8.5%	25.9%	-2.1%	-18.2
27	O=C1CC2C(=O)NCCN2C(=NC(=O)c2ccccc2)N1 (centres undefined)	1.3%	8.8%	-1.7%	-3.8%	1.8
28	CC(NC(=O)Cn1nc(-c2ccccc2)ccc1=O)c1ccccc1 (centres undefined)	20.9%	0.6%	1.3%	2.4%	-10.5
29	O=C(NCc1cccnc1)c1ccccc1CCc1ccccc1	0.0%	-4.6%	-6.7%	3.4%	-6.1
30	CC(CO)(CO)NCc1ccc(-c2ccccc2)cc1	-14.7%	-4.3%	-7.4%	2.1%	15.4

entry	HT1080 IDH1KD tx	DRD3 agonist	GLP1R ag	IL1B secr inh
16	-1.8%	-10.7	-4.0%	29.2
17	8.9%	9.7	-4.4%	-15.0
18	-8.1%	3.0	-0.8%	-6.5
19	15.5%	0.2	-2.5%	-3.4
20	-12.9%	5.5	17.2%	48.6
21	8.3%	-0.2	9.1%	-5.2
22	?	7.9	2.4%	18.2
23	/	-17.9	-1.8%	/
24	-22.5%	7.5	26.2%	-24.9
25	6.1%	12.3	-0.5%	-5.8
26	10.6%	-8.3	-3.2%	-7.5
27	3.8%	-0.4	-0.9%	-4.1
28	6.3%	1.7	-4.0%	0.0
29	-0.9%	-2.6	-5.7%	15.5
30	-1.5%	2.4	0.5%	2.6

Carrying on.
entry	smiles	KB-V1 MDR tox	HT1080-NT tox	KB-3-1 cytotox	SW480 rerep	D3 antag
31	Cn1cnnc1SCCNS(=O)(=O)c1ccccc1	0.0%	17.3%	7.9%	-4.3%	-26.5
32	Cc1noc(C)c1S(=O)(=O)Nc1ccc(C(=O)O)cc1	0.0%	18.9%	24.6%	10.6%	-3.4
33	CCOc1cc(C(=O)N2CCN(c3ccc(C(C)=O)cc3)CC2)cc(OCC)c1OCC	-3.3%	3.0%	-4.5%	4.1%	12.7
34	COc1ccc(NC(=O)C2CCN(C(=O)c3cccs3)CC2)cc1OC	-2.9%	-2.5%	0.0%	-3.0%	-14.2
35	Cc1cccc(N2CCN(c3nc4ccc(Cl)cc4n4cnnc34)CC2)c1C	2.3%	18.5%	20.0%	-15.5%	15.7
36	CCN(CCCNC(=O)C1c2ccccc2C(=O)N(CCOC)C1c1ccc(F)cc1)Cc1ccccc1 (centres undefined)	?	-6.1%	0.8%	-11.3%	?
37	CCC1=C(OC(=O)N(CC)CC)N2C(=O)OC(=NCCc3c[nH]c4ccccc34)[C@]2(Cc2ccccc2)[C@H]2C1=CC[C@H]1C(=O)NC(=O)[C@H]12	-22.1%	?	?	-9.3%	?

entry	HT1080 IDH1KD tx	DRD3 agonist	GLP1R ag	IL1B secr inh
31	18.6%	-3.2	-13.0%	19.3
32	26.0%	-4.0	-11.0%	14.3
33	5.4%	24.3	8.7%	21.2
34	6.6%	1.0	0.6%	44.7
35	16.0%	-0.3	10.3%	22.0
36	-12.6%	-23.8	5.3%	?
37	?	-2.7	2.5%	?
